Screens from PubChem BioAssay.
POLK inh: inhibitors of human DNA polymerase kappa; Q9UBT6; purified Pol kappa, fluorescent DNA synthesis assay, 10 min; Potency, µM (series often up to 107 µM), for inactives: at the highest dose activity, negative = inhibition, hits mostly inhibitors; actives 0.53% (n = 400,000); AID 588579; note: potency is the fitted concentration of half-maximal effect; % is set by controls: 0 for no effect and ±100 for the full control effect
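First, compounds were pin-transferred onto 10 nM Pol kappa. After 15 min at room temperature, substrate was added to 50 nM final. Fluorescence was then measured kinetically at 0 and 10 min.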
RGS4 inh: inhibitors of human regulator of G protein signaling 4; P49798; Transcreener GDP fluorescence polarization, RGS4-accelerated GTP hydrolysis; Potency, µM (titrated, usually from 114 µM), inactives show at the highest dose activity change, negative = inhibition, hits mostly inhibitors; actives 0.039% (n = 390,000); note: potency is the fitted concentration of half-maximal effect; % is set by controls: 0 for no effect and ±100 for the full control effect; nearly all actives have a fitted effect of over 75% in size; some results filed as inactive show a strong effect at the top dose
Target sequence (P49798 whole entry, looked up): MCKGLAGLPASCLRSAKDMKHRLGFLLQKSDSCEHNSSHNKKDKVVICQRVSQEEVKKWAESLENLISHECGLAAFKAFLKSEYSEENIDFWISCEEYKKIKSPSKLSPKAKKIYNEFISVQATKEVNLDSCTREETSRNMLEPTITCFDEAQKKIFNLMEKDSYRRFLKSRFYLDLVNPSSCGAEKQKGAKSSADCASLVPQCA
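MLSMR compounds (23 nl, pin-transferred) preincubated 10 min at room temperature with a 500nM (2x) first reagent, then RGS4 at 900nM (2x) plus Transcreener GDP mix added; fluorescence polarization (620/688 nm) read before and after 90 min at 30 °C.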
POLH inh: blocks human DNA polymerase eta activity | recombinant Pol eta, fluorescent DNA replication assay | Potency, µM (titrated, usually from 114 µM), for inactives: at the top dose activity change, negative = inhibition, hits mostly inhibitors | actives 1.2% (n = 390,000); note: potency is the fitted concentration of half-maximal effect; % is set by controls: 0 for no effect and ±100 for the full control effect
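Pol eta (10 nM) was preincubated with compounds for 15 min at room temperature, after which fluorescent replication substrate (50 nM final) was added to start the reaction. Fluorescence was read kinetically at 0 and 10 min.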
APE1 inh: blocks human APE1 abasic DNA cleavage | P27695 | recombinant APE1, TAMRA/BHQ-2 abasic DNA cleavage fluorescence | Potency, µM (series often up to 65.8 µM), for the others: top-dose activity change, negative = inhibition, actives largely listed as inhibitors | actives 0.35% (n = 350,000);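 note: potency is the fitted concentration of half-maximal effect; plate controls were vehicle for no effect and reference inhibitor for full effect; nearly all actives have a fitted effect of over 55% in size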
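Endonuclease cleavage of a quenched abasic-site DNA duplex (50 nM) by APE1 (0.75 nM) was tracked by TAMRA dequenching. Compounds were preincubated with enzyme 15 min at room temperature; data normalized to buffer-only and DMSO wells plus NSC13755 control.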
Anesthetic bind: candidate novel general anesthetic via apoferritin binding | P02791 | apoferritin/1-aminoanthracene competitive binding, fluorescence | Potency, µM (titrated, usually from 77.5 µM), for inactives: top-dose activity change, negative = displacement, usual class: inhibitors | actives 0.074% (n = 350,000) | AID 485281; note: potency is the fitted concentration of half-maximal effect; % is set by controls: 0 for no effect and ±100 for the full control effect; nearly all actives have a fitted effect of over 20% in size
Target sequence (P02791 2-175 limits assumed): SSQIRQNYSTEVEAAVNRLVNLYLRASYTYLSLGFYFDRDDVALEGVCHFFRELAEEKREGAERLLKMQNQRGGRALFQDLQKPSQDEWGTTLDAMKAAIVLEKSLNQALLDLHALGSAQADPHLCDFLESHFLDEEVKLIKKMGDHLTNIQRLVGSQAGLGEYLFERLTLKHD
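Steps: apoferritin (10 uM) was premixed with half-saturated 1-AMA in PBS, compounds were pin-transferred, plates stood 10 min at room temperature, fluorescence was read at 380/535 nm, and curves were fitted with a Hill equation.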
12-LOX inh: inhibitors of human 12S-lipoxygenase ALOX12. P18054. purified 12hLO, xylenol orange hydroperoxide absorbance. Potency, µM (highest dose often 108 µM), without a hit: top-dose activity change, negative = inhibition, hits mostly inhibitors. actives 1.1% (n = 580,000); note: potency is the fitted concentration of half-maximal effect; % is set by controls: 0 for no effect and ±100 for the full control effect
Target sequence (P18054 whole entry, looked up): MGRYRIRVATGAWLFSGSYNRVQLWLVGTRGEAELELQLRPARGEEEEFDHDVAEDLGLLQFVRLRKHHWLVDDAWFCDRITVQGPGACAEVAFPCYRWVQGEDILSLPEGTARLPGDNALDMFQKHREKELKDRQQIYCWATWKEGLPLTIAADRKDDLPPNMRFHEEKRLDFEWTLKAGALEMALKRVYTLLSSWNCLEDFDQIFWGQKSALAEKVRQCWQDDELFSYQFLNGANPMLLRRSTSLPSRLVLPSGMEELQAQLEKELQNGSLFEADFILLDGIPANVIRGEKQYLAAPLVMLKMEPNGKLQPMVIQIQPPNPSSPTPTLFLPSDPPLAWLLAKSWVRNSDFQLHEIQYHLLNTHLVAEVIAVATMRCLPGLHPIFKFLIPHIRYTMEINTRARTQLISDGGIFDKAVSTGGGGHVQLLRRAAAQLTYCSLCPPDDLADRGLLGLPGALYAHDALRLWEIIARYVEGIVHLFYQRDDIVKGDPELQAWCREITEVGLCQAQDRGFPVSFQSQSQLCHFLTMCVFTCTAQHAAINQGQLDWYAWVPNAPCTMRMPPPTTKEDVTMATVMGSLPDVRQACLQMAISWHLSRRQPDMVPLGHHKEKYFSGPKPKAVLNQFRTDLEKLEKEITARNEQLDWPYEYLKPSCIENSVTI
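Purified human 12hLO at 150 nM in 25 mM Hepes, 0.01% Triton X-100, pH 7.0, preincubated 15 min at room temperature with compound. Reaction started with 40 uM arachidonic acid, 30 min at room temperature. Hydroperoxide measured by Fe-xylenol orange, 573/405 nm absorbance ratio.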
ERG Ets-DNA blk: inhibitors of human ERG Ets domain-DNA interaction; P11308; fluorescence polarization, His-ERG Ets domain / labelled DNA; Potency, µM (titrated, usually from 76.9 µM), for the others: at the highest dose FP activity, negative = inhibition, hits mostly inhibitors; actives 0.028% (n = 370,000); AID 624246; active = well fitted inhibition curve with a large enough effect in the polarisation, with a control signal flat; inconclusive = small, poorly fitted or top-dose-only effect, or effect the other way, or a change in a side signal; inactive = no such curve, though single readings can be large or run the other way; the % refers to the polarisation;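 note: polarization taken with two DNA probes labelled with fluorescein and Texas red; potency is the fitted concentration of half-maximal effect; % of control where 0% means no effect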
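His-tagged ERG Ets domain (1 uM in the protein solution; 300mM KCl, 50mM Tris-HCl, 1mM EDTA, 1mM DTT, pH 7.5) received compound, then a probe mix of 5 nM fluorescein-DNA and 100nM Texas-615-DNA. Fluorescence polarization was read for both dyes.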
Pol beta inh: inhibitors of human DNA polymerase beta; Pol beta primer extension/strand displacement, fluorescence kinetic; Potency, µM (top dose mostly 114 µM), without a hit: top-dose activity change, negative = inhibition, most hits filed as inhibitors; actives 1.3% (n = 340,000); note: potency is the fitted concentration of half-maximal effect; % is set by controls: 0 for no effect and ±100 for the full control effect
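Preincubation: enzyme (10 nM) with compound, 15 min, RT. Reaction: substrate added to 50 nM final. Reads: 0 and 10 min. Analysis: normalized, Hill fit.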
LDHA block: inhibitors of human lactate dehydrogenase A; P00338; purified LDHA, NADH/diaphorase-resazurin fluorescence; active compounds read low; activity change, % (values are at about 110 or 230 µM); actives 0.15% (n = 480,000); AID 1347041; in the data active = activity change below about -30%; inconclusive = mostly about -25% to -30%;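 note: plate controls were DMSO wells for no effect and wells without enzyme for full effect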
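Human LDH5 at 2 nM final in Tris HCl pH 7.4 with 0.06 mM NADH and 0.2 mM pyruvate, reacted 5 minutes at room temperature. Remaining NADH coupled via diaphorase/resazurin; resorufin fluorescence read at 0 and 20 minutes, normalized to enzyme-free and DMSO wells.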
* hit, by the source's call; i = inactive; ? = inconclusive; / = no result given; & = joins results of further samples; [ ] = remark or other dose. Unless noted, calls come from the whole dose curve; as a rule, active = well fitted curve in the direction sought with a large enough effect; inconclusive = small, poorly fitted or top-dose-only effect, or another doubt; inactive = no such curve, though single readings can be large; an effect the other way counts as inactive or inconclusive. Some of the compounds tested; count on the stated rates, not on these rows.

Values run as follows: POLK inh	RGS4 inh	POLH inh	APE1 inh	Anesthetic bind	12-LOX inh	ERG Ets-DNA blk	Pol beta inh	LDHA block
> O=C(CSC1=NS(=O)(=O)c2cc(F)ccc2N1)Nc1ccc(F)cc1
→ -10.0%	24.8%	-13.4%	1.7%	/	?	/	/	-10.0
> CS(=O)(=O)N(CC(=O)NCCSCc1ccccc1Cl)c1ccc(F)cc1
→ -19.3%	22.7%	-7.3%	15.5%	-9.5%	-5.9%	-0.7%	?	-2.0
> COc1cccc(NC(=O)C2CC(=O)N/C(=N/NC(=O)c3ccc(C)cc3)S2)c1 (centres undefined)
→ -0.7%	17.4%	-17.0%	?	1.2%	2.5%	-4.3%	-22.0%	0.8
> O=C(COc1ccccc1)NCC1COc2ccccc2O1 (centres undefined)
→ 4.0%	21.5%	-19.3%	5.6%[12.4 µM]	-6.2%	0.0%	8.6%	11.8%	-2.5
> COc1ccc(C2CC(=O)Oc3c(C(CCN4CCOCC4)c4ccc5c(c4)OCO5)c(OC)cc(OC)c32)cc1 (centres undefined)
→ -10.1%	0.0%	/	-5.2%	6.1%	/	/	/	/
> COc1ccc(S(=O)(=O)N(C)C)cc1NC(=O)CCNC(=O)c1ccco1
→ 4.8%	-44.3%	-21.5%	20.0%	-0.8%	-26.7%	4.5%	16.6%	-7.1
> CCOc1cc(C(=O)N=c2sccn2C)ccc1OC(F)F
→ -15.1%	18.1%	-19.1%	-2.1%	-9.3%	-5.4%	-2.7%	7.5%	-2.8
> COc1ccc(NC(=O)c2ccc(-c3ccc(C(C)=O)cc3)o2)cn1
→ -25.1%	-42.4%	-9.3%	-20.4%	/	?	6.7%	/	-9.8
> CC(C)Cn1c(=O)c(CCC(=O)Nc2ccc(N3CCOCC3)cc2)nc2cc(Cl)ccc21
→ 16.6%	-21.0%	-13.5%	68.5%[activator]	-8.0%	?	-7.8%	2.3%	1.4&2.0
> N/C(=N\OC(=O)c1ccc2c(c1)OCO2)c1ccncc1
→ -6.1%	-3.1%	-9.0%	19.2%	-1.4%	12.5%	1.3%	3.4%	1.1
> CCOC(=O)C1(Cc2cccc(OC)c2)CCCN(S(=O)(=O)CC)C1 (centres undefined)
→ 0.7%	5.9%	-20.1%	5.1%	-1.8%	5.4%	-5.3%	4.7%	-2.8
> CC(C)CN(C(=O)CSc1ncnc2sccc12)C1CCS(=O)(=O)C1 (centres undefined)
→ 0.0%	19.1%	3.2%	41.7%	/	?	11.4%	/	-0.8
> O=C(NCCNC(=O)c1ccccc1[N+](=O)[O-])c1ccccc1[N+](=O)[O-]
→ -12.1%	13.8%	0.7%	/	/	i	4.0%	/	-2.3
> COc1ccc(CC(=O)NCc2nn(-c3ccccc3)nc2C)cc1OC
→ 4.0%	14.6%	-7.1%	1.4%	-7.8%	0.0%	1.4%	-27.8%	-0.6
> CCOC(=O)CSc1nc2sccc2c(=O)[nH]1
→ -10.3%	-4.0%	1.2%	-2.2%	?	0.0%	1.3%	-2.7%	-2.3
> O=C(NCc1ccncc1)C1=NN(c2ccccc2)C(=O)CC1
→ -13.3%	-15.9%	-6.3%	2.1%	-10.4%	89.6%[activator]	-4.7%	15.7%	3.4
> C=CCn1c(SCC(=O)NC(=O)c2cccn2C)nc2ccccc2c1=O
→ -4.2%	2.6%	14.2%	-2.2%	-19.0%	-11.2%	-1.5%	3.6%	5.0
> CCS(=O)(=O)Nc1cc(-c2nc3cccnc3s2)ccc1C
→ 4.9%	-39.4%	-13.6%	-6.2%	2.8%	2.1%	0.4%	-16.1%	-2.6
> N#CCC(=O)Nc1ncc(Cc2ccccc2Cl)s1
→ -5.4%	19.0%	-3.2%	-5.5%	?	0.0%	10.8%	13.9%	-10.1
> CCn1c(=N)c(C(=O)NC2CCCC2)cc2c(=O)n3ccccc3nc21
→ -22.6%	-1.2%	-17.3%	/	137.4%[activator]	-23.1%	-0.9%	-9.0%	-8.7
> Cc1cc(C)cc(OC(=O)CCN2C(=O)C3C4C=CC(C5CC45)C3C2=O)c1 (centres undefined)
→ -0.5%	2.6%	-3.6%	2.6%	?	-3.2%	2.8%	7.4%	-5.7
> CCc1c(C)nc2ccc(Br)cc2c1SCCC#N
→ 0.9%	-14.5%	-21.2%	33.3%[activator]	-7.7%	-0.6%	-1.9%	-2.6%	-4.2
> CCC(C)[C@@H](C(=O)Nc1ccc(OC)c(OC)c1)N1Cc2ccccc2C1=O (some centres undefined)
→ -10.8%	-2.4%	-15.6%	-2.7%	-12.2%	1.5%	-2.8%	29.1%	-1.3
> COc1cccc(/C=N/NC(=O)c2nnn(-c3nonc3N)c2C(C)C)c1
→ -0.6%	25.2%	-9.1%	12.8%	-22.8%	-19.5%	2.5%	6.2%	-1.9
> COC(=O)N/N=C(\C)c1ccc2ccccc2c1OC(F)F
→ -7.1%	12.0%	-14.9%	10.5%	-4.4%	-5.5%	-8.4%	35.4%	-8.0
> NC1=NC2(CCCCC2)N(c2cccc(Cl)c2)C(N)=N1
→ -13.0%	15.9%	4.8%	13.7%	-6.8%	0.0%	-9.5%	4.8%	-9.6
> COc1ccc(NC(=O)CSc2oc(-c3ccco3)nc2S(=O)(=O)c2ccc(Br)cc2)c(OC)c1
→ -2.1%	-20.7%	-10.8%	/	-13.0%	?	-2.8%	7.9%	4.8
> COc1cccc(-c2nn(C)c3sc(C(=O)NCc4ccc(C)cc4)cc23)c1
→ -10.1%&3.2%	-11.4%&-11.2%	-22.4%&-11.9%	-4.5%	-9.9%&-4.4%	6.1%&0.0%	-3.5%&-2.1%	-19.9%&7.0%	-5.3&-2.9
> CC1(C)Cc2c(sc3c2c(=O)n(-c2cccc(Cl)c2)c(=O)n3CC(N)=O)CO1
→ -24.5%	-51.2%	-7.9%	-2.7%	4.6%	-0.3%	-5.4%	11.4%	-2.4
> COc1ccc(-c2nnc3ccc(SC)nn23)cc1
→ -5.9%	-16.3%	-3.5%	9.1%	-16.0%	0.7%	10.9%	1.7%	4.8

Some of these compounds in order of SMILES length, descending.
Values run as follows: POLK inh	RGS4 inh	POLH inh	APE1 inh	Anesthetic bind	12-LOX inh	ERG Ets-DNA blk	Pol beta inh	LDHA block
> CCC(C)[C@@H](C(=O)Nc1ccc(OC)c(OC)c1)N1Cc2ccccc2C1=O (some centres undefined)
→ -10.8%	-2.4%	-15.6%	-2.7%	-12.2%	1.5%	-2.8%	29.1%	-1.3
> NC1=NC2(CCCCC2)N(c2cccc(Cl)c2)C(N)=N1
→ -13.0%	15.9%	4.8%	13.7%	-6.8%	0.0%	-9.5%	4.8%	-9.6
> COC(=O)N/N=C(\C)c1ccc2ccccc2c1OC(F)F
→ -7.1%	12.0%	-14.9%	10.5%	-4.4%	-5.5%	-8.4%	35.4%	-8.0

5 compounds from above, reduced to 12-LOX inh and RGS4 inh:
mol	12-LOX inh	RGS4 inh
CCOC(=O)CSc1nc2sccc2c(=O)[nH]1	0.0%	-4.0%
COc1ccc(S(=O)(=O)N(C)C)cc1NC(=O)CCNC(=O)c1ccco1	-26.7%	-44.3%
COc1cccc(/C=N/NC(=O)c2nnn(-c3nonc3N)c2C(C)C)c1	-19.5%	25.2%
N#CCC(=O)Nc1ncc(Cc2ccccc2Cl)s1	0.0%	19.0%
COC(=O)N/N=C(\C)c1ccc2ccccc2c1OC(F)F	-5.5%	12.0%

New compounds follow.
Values run as follows: POLK inh	RGS4 inh	POLH inh	APE1 inh	Anesthetic bind	12-LOX inh	ERG Ets-DNA blk	Pol beta inh	LDHA block
> COc1ccc(CC(=O)Oc2ccccc2C)cc1S(=O)(=O)N1CCOCC1
→ -3.6%	-38.5%	-10.8%	13.4%	/	-22.3%	-5.5%	/	-10.3
> COc1ccc(-c2n[nH]c(=S)n2C2CCCCC2)cc1
→ 1.0%	-32.4%	-12.1%	-2.2%	-19.5%	44.7µM*	7.8%	11.4%	-1.2
> CCN(C(=O)CSc1nnc(C)n1-c1ccccc1)C1CCS(=O)(=O)C1 (centres undefined)
→ 11.5%	-3.9%	-13.2%	-0.1%	-4.8%	-8.8%	1.8%	0.1%	-1.5
> CCc1noc(C)c1C(=O)OCC(=O)c1ccccc1OC
→ -13.3%	-6.9%	-10.6%	-11.3%	-23.2%	?	2.0%	11.3%	-5.7
> C=C1c2cc(C)ccc2NC(=O)N1c1ccc(C)cc1
→ -18.1%	18.3%	0.8%	-0.6%	-13.8%	4.9%	-5.3%	-0.6%	-0.8
> O=C(Nc1ccc(Cl)cc1)c1ccc(-n2cccn2)c([N+](=O)[O-])c1
→ -18.4%	5.7%	-12.5%	3.4%	6.3%	-1.8%	-0.6%	0.2%	-5.4
> COCCCNC(=O)CCn1c(=O)c2ccccc2n(CC(=O)NCCc2ccc(OC)c(OC)c2)c1=O
→ -2.2%	-17.9%	-11.9%	2.2%	-3.5%	11.9%	-7.8%	-5.3%	-3.7
> CCOc1ccc(CC(=O)Nc2c(C(=O)c3ccccc3)oc3ccc(OC)cc23)cc1OCC
→ 8.0%	-9.5%	-16.4%	/	-5.6%	-8.0%	-2.6%	-5.5%	-3.1
